High-throughput results: PubChem BioAssay, several laboratories
HTR5A inv ag = HTR5A inverse agonism, opioid heterodimer counter-screen; P47898; HTR5A cell line, luminescence; inhibition, % at 9.3 µM; 340,000 tested, 0.083% active; in the data active = inhibition mostly above about 23%, no sharp cut-off; inactive = mostly below about 18%;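 note: 0% = cells with DMSO and 100% = no-cell wells with DMSO; some compounds called inactive have numbers as strong as hits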
Tat transport = blocks Tat-dependent protein export in E. coli. AID 488895. E. coli MC4100 TorA-mCherry Tat export, fluorescence. inhibition, % at 10 µM. 340,000 tested, 0.036% active;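 active = mean replicate inhibition at least 50% and at least half of replicates individually reaching 50%; inconclusive = only one of the two criteria met; inactive = neither criterion met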;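 note: exported cargo escapes ClpAP degradation while cytoplasmic cargo is degraded and loses fluorescence; 0% = median of neutral control wells and 100% = median of NaSCN control wells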
AddAB inh = less growth of phage-infected E. coli with AddAB; E. coli expressing H. pylori AddAB, absorbance growth; AID 435030; inhibition, % at 11.9 µM; 330,000 tested, 0.29% active; in the data active = inhibition above about 12%;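 note: 0% = vehicle wells of infected cells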
PKA-R2B act = activates the human PKA-R2B holoenzyme complex; PKA-R2B holoenzyme dissociation, Cy5-IP20 fluorescence polarization; R2B truncated from residue 108, S112A mutant; 0% DMSO only, 100% 113 µM cGMP; activation, % at 11.4 µM; 340,000 tested, 0.079% active; AID 504700;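 active = activation above a cutoff set at the mean over all compounds plus 3 SD, cut at about 18% in these data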;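 note: higher means more holoenzyme dissociation and a rise in polarization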
Target sequence (P31323 whole entry, looked up, other chains not shown, the tested form may be a part): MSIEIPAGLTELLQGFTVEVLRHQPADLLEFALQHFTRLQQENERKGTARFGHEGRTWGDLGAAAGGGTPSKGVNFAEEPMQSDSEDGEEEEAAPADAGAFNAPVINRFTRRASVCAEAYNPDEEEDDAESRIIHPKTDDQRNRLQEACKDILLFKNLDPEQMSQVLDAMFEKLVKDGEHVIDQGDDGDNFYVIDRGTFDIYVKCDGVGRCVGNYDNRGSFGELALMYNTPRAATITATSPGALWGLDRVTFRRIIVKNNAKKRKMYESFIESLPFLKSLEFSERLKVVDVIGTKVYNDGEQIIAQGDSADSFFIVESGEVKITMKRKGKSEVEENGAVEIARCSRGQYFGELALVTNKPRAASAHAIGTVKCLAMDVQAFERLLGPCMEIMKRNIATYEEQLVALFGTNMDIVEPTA
PKA-R1A activ = activates the PKA-R1A holoenzyme complex; PKA-R1A dissociation, Cy5-IP20 fluorescence polarization; scaled: DMSO 0%, 113 µM cGMP 100%; activation, % at 11.4 µM; 340,000 tested, 0.083% active;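 active = percent activation above the mean of all tested compounds plus 3 SD, cut at about 19% in these data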;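 note: higher means more PKAc released from R1A so a rise in polarization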
E coli growth = reduces bacterial viability in AddAB counter-screen; E. coli V3065 growth, OD600 absorbance, 18 h; 330,000 tested, 0.27% active; AID 449728; inhibition, % at 11.9 µM;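 active = inhibition above the campaign's mean inhibition across all tested compounds plus 3 SD, cut at about 9.9% in these data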;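 note: uninfected addAB+ strain grown without phage in ampicillin broth; 0% = DMSO wells and 100% = ciprofloxacin 0.95 µg/ml wells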
phage Ecoli inh = E. coli growth loss with phage present. AID 651602. inhibition, % at 11.9 µM. growth absorbance. 360,000 tested, 0.26% active; in the data active = inhibition above about 11%
DAGLB inh = diacylglycerol lipase beta (human) inhibition; Q8NCG7; HEK293T DAGLB membrane lysate, EnzChek fluorogenic substrate; inhibition, % at 5.17 µM; 340,000 tested, 0.059% active; AID 504411; in the data active = inhibition above about 34%;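 note: 0% = enzyme with vehicle and 100% = wells lacking enzyme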
CDK5 p35 inh = inhibitors of human CDK5/p35 kinase; Q00535+Q15078; Recombinant CDK5/p35, ADP-Glo luminescence, 60 min; inhibition, % at 10 µM; 330,000 tested, 0.01% active; AID 488839;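 active = highest replicate inhibition of at least 50% and at least 75% of replicates reaching 50%; inconclusive = only one of the two criteria met; inactive = both criteria failed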;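 note: plate controls were DMSO neutral control for no effect and GW8510 at 10 µM for full effect; many of its hits are not listed in these tables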
Target sequence (Q00535 whole entry, looked up): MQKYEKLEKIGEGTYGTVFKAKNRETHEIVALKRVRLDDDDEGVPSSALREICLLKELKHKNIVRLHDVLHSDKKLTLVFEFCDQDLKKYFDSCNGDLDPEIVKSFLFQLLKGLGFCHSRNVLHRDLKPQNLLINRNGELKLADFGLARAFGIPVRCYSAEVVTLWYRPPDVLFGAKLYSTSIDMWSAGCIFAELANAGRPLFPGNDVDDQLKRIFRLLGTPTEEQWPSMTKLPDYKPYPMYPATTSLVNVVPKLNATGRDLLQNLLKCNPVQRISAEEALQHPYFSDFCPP
Target sequence (Q15078 whole entry, looked up): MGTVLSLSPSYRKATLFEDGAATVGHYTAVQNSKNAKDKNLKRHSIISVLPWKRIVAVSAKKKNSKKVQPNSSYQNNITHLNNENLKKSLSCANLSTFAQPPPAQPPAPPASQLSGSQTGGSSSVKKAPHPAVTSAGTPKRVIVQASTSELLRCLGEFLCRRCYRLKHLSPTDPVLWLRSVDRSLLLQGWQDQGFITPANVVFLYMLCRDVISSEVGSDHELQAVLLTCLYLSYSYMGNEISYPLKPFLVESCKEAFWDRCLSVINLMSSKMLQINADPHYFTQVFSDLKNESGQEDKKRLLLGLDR
HTR5A ag = activates human HTR5A in OPRM1-OPRD1 agonist counter-screen; P47898; HTR5A agonist assay, luminescence, cell-based; activation, % at 9.3 µM; 340,000 tested, 0.61% active; in the data active = activation mostly above about 9.5%, no sharp cut-off; inactive = mostly below about 7.6%;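 note: 0% = cells with vehicle only and 100% = reference agonist; strong numbers were not always called active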
SUMO Mot1 rescue = inhibitors of SUMOylation pathway: yeast Mot1-301 growth rescue. S. cerevisiae Mot1-301 growth rescue, ATP luminescence, 38.5C; percent above DMSO median, 100 means doubled. growth rescue, % at 18.8 µM. 320,000 tested, 1% active. AID 2716;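 active = every valid replicate shows activation above 250% relative to neutral control wells; inactive = the rest, any valid replicate at or below 250%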;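 note: OY570 slx delta 5 strain wells were the positive control but not used for scaling; some compounds called inactive have numbers as strong as hits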
Numbers without * were called inactive; i = inactive; ? = inconclusive; . = not tested or not shown; & = joins results of further samples.

SMILES	HTR5A inv ag	Tat transport	AddAB inh	PKA-R2B act	PKA-R1A activ	E coli growth	phage Ecoli inh	DAGLB inh	CDK5 p35 inh	HTR5A ag	SUMO Mot1 rescue
COc1ccccc1-n1ccnc(SCC(=O)NCCc2ccccc2)c1=O	-5	-1	-0.9	-5	-11	0.6	0.5	0	-5.1	2	4
O=C1COc2c1ccc(O)c2O	-13	-10	.	12	-2	.	-4.8	-2	1.4	3	.
CN(Cc1ccccc1)C(=O)c1[nH]cnc1C(=O)Nc1nccs1	2	-7	3.0	-7	-10	2.7	1.8	3	-2.6	-6	-2
Cc1ccc(NC(=O)/C=C\C(=O)NCC(=O)O)cc1	-7	-8	4.9	1	-8	-1.1	3.9	2	0.5	3	-20
CCCc1[nH]n(-c2nc3ccccc3s2)c(=O)c1C=NCC1CCCO1 (stereo not given)	10	-1	-2.1	9	-7	1.1	2.4	3	-1.2	-4	18
COCCN(CC(=O)Nc1cc(Cl)ccc1-n1cncn1)Cc1nc2ccccc2c(=O)[nH]1	-3	-2	-3.0	-2	2	-3.0	0.9	-1	0.2	1	0
CC(=O)c1cccc(OCc2cc(C(=O)NCc3nc(C)c(C)s3)no2)c1	9	-1	0.7	-3	12	1.1	-2.6	-3	0.0	-1	1
CCc1cc(C(=O)N2CCCC(CNC(=O)c3ccc(-c4ccccc4)cc3)C2)no1 (stereo not given)	8	0	2.8	-6	-11	-1.9	4.5	-1	-2.2	-4	-19
CC(C)NC(=O)c1cc(-c2cccs2)nc2ccccc12	3	0	3.7	-1	-4	-2.0	-1.5	-3	1.0	-1	0
CC1CCN(C(=O)CSc2nnc(-c3cccnc3)o2)CC1	-7	-3	3.4	-6	-2	0.4	1.8	-2	-0.1	2	-23
Cc1ccc(Cl)cc1NC(=O)COC(=O)C12CC3CC(CC(C3)C1)C2	-3&-13	10&20	-2.2&0.8	-8&-10	-8&-8	-2.4&0.4	1.1&1.4	-9&-11	0.9&-4.5	-1&5	34&6
Cc1cc(C(=O)CN2C(=O)CCC2=O)c(C)n1Cc1ccccc1	-6	24	-2.9	-13	-1	-2.2	2.0	3	-8.8	2	15
Cn1nnnc1SCC(=O)NNC(=O)c1ccc(F)cc1	9	-17	0.5	-4	-8	0.9	2.2	-1	1.0	-3	-26
O=C(c1cc(C2CC2)nn1-c1ccccc1)N1CCN(Cc2ccccc2F)CC1	8	2	.	1	-3	.	3.2	-4	0.2	-3	.
CC1CCN(C2=NC(=O)/C(=C/c3cccc(O)c3)S2)CC1	-23	16	-0.7	5	-2	1.6	0.6	-1	0.8	6	0
CSC1=NCCN1C(=O)c1ccc2c(c1)OCO2	0	-14	3.9	11	-3	-1.2	3.4	0	-1.7	-4	16
CCn1c(O)c(C=C2N=c3ccccc3=N2)sc1=S	5	1	0.8	-9	-13	-1.1	1.1	1	2.2	-2	-24
CCCC1C(c2ccco2)NC(c2ccco2)CC1(C)O (stereo not given)	-5	6	2.2	1	-8	-0.9	-0.4	1	-0.7	2	-23
COc1ccc(-c2nnc(NC(=O)c3ccc(S(=O)(=O)N(C)CC4CCCO4)cc3)o2)c(OC)c1 (stereo not given)	-9	0	-1.6	8	-3	-3.2	-3.7	2	-2.3	2	10
CCCCC(CC)COC1(c2ccccc2)OC(=O)c2ccccc21 (stereo not given)	14	1	1.1	2	-2	0.5	3.6	-10	0.0	2	-1
Cc1ccccc1-n1c(SCC(=O)NCC2CCCO2)nc2c([nH]c3ccccc32)c1=O (stereo not given)	52*	-2	-0.4	5	3	2.6	1.0	0	-0.5	-16	-20
Cc1cc(C)cc(NC(=O)CN2C(=O)c3ccccc3C2=O)c1	11	2	4.4	1	-1	-1.1	-0.9	0	0.9	-3	-25
COc1cc(/C(C)=N/NC(=O)c2cccc(S(=O)(=O)N3CCCC3)c2)cc(OC)c1OC	4	-1	1.5	-2	1	-0.2	0.5	1	-1.6	-1	6
O=C(N/N=C/c1ccc(F)cc1)c1ccc(OCc2ccccc2)cc1	-19	19	2.8	-1	5	2.6	2.8	-6	0.2	-3	13
Cc1onc(-c2ccccc2Cl)c1C(=O)Nc1nc2ccc(S(C)(=O)=O)cc2s1	-2	-8	3.7	-6	10	3.1	2.8	0	-1.1	1	10
O=C(C1=C[C@@H](c2ccc(Br)cc2)C[C@@H](OCc2ccc(CO)cc2)O1)N1CCOCC1	-13	9	-0.2	-4	-4	-0.8	0.4	-3	1.7	-1	225
Cc1nnc(SCC(=O)Nc2sccc2C(N)=O)s1	9	1	4.4	-9	0	0.2	2.1	0	0.2	-4	17
CC(C)OC(=O)Cn1nnc2c(cnn2-c2ccccc2)c1=O	9	1	-1.6	0	-10	-1.0	1.3	-12	-1.1	-3	-13
COCCNc1ccc([N+](=O)[O-])cc1C(=O)Nc1cccc(C)n1	5	2	1.0	-1	-2	-2.8	-2.9	-3	-0.9	-2	-1
Cc1ccc(NC(=O)CCC(=O)N/N=C/c2ccc([N+](=O)[O-])o2)cc1C	28	1	6.7	-4	-2	7.0	4.0	0	-2.0	4	0
COc1ccc(/C=N/NC(=O)CC#N)cc1Oc1nc(Cl)ncc1F	23	-1	1.3	1	1	-0.6	0.6	-1	0.1	-7	-8
CCC(CC)NC(=O)c1cccc(Br)c1	2	-7	-2.5	-4	-7	-1.4	1.3	-2	1.2	-1	.
C#CCSc1nnc(-c2sc(-c3ccccc3)nc2C)n1C	11	11	6.0	-9	-11	1.1	0.8	1	-1.0	-5	i
CCC(SC1=NCCS1)C(=O)Nc1nnc(-c2ccccc2OC)s1 (stereo not given)	-18	-1	3.4	-3	-1	-2.5	1.6	2	0.9	6	7
CCOC(=O)c1c(N2CCCCC2)c2ccccc2[nH]c1=O	-16	3	-1.0	-1	0	2.7	3.5	0	0.0	1	3
CCN(CC)c1ccc(C=Nc2cc(C)ccc2C)c(O)c1	-19	-12	0.3	0	-1	0.3	-0.5	1	-1.4	7	76
CCOc1cccc(=O)c2c(C)n(Cc3ccco3)c(C)c12	9	5	0.6	-4	-10	1.2	1.7	6	0.1	-2	-27
O=C(c1nc2ccccn2c1CN1CCCC(c2nc3ccccc3o2)C1)N1CCCC1 (stereo not given)	2	-2	-0.9	-3	-2	-0.6	2.8	2	-1.1	-1	1
C=C(C)C1CC=C(C)/C(=N/NC(=S)Nc2ccccc2)C1 (stereo not given)	19	0	2.4	-12	2	-2.4	-0.8	-17	1.6	-6	8
CN(C)c1ccc(P(=O)(OC2CCCCC2)C(O)c2ccccn2)cc1 (stereo not given)	-21	-3	-0.9	2	4	1.3	-5.4	1	-2.7	-4	16
Cc1cc(C(=O)Nc2ccc(F)cc2C)cs1	-1	-6	2.0	4	-2	2.1	-0.9	1	-1.6	1	7
S=c1nc2ccccc2c2nc(-c3ccccc3)[nH]n12	-6	-2	-1.4	-15	4	0.6	-1.4	1	1.4	9.2*	118
O=C(O)C1Cc2[nH]cnc2C(c2ccccc2O)N1 (stereo not given)	18	-2	-0.5	-14	4	-2.6	3.1	-1	0.2	-7	-31
O=C(c1ccc2ccccc2n1)N1CCN(c2ccccc2)CC1	23	-1	1.8	-5	-9	0.7	0.2	-8	0.9	6	-6
C=CCOc1ccc(/C=N/n2cncn2)cc1OC	-8	-6	2.1	8	-1	-6.2	1.2	0	0.6	-3	-1
COc1ccc([N+](=O)[O-])c(OC)c1C(=O)NC(=O)Nc1nc(C)nc(C)n1	-10	1	-0.7	-8	1	2.0	0.2	-1	-1.2	3	4
CCOc1ccccc1CNC(c1ccccc1)c1ccccc1	4	-5	2.9	3	-3	-0.3	1.7	-9	-0.4	-1	-11
O=C1CCCC2=C1C(c1ccc(Br)cc1)c1c([nH]c(=S)[nH]c1=O)N2 (stereo not given)	16	-5	3.2	-6	-13	1.2	1.7	6	2.4	-7	-12
O=C(Nc1ccc(C(=O)N2CCCc3ccccc32)cc1)c1cccs1	-9	9	0.5	-10	-2	1.1	1.1	-2	0.3	2	0
Cc1ccc2nc3ccc(N4CCN(C)CC4)nn3c(=O)c2c1	3	12	0.3	16	-7	0.3	2.0	-3	-2.0	-1	-7
CC(=O)Nc1ccc(S(=O)(=O)NCCc2ccccn2)cc1	3	-3	1.4	-2	-7	0.5	1.9	0	-0.4	-1	6
O=C(Nc1ccccc1Cl)c1cccs1	0	-10	-0.8	7	2	0.2	-1.2	0	-0.6	0	9
CC(C)Cc1cc(C(=O)NCCN2CCOCC2)no1	13	-8	19*	-15	-8	4.5	1.6	3	-0.4	-5	-6
CC(=O)N(C)c1ccc(NC(=O)Nc2ccc(C)cc2)cc1	-6	-2	0.7	-14	11	0.8	3.4	-3	-4.8	0	-1
CC(C)(C)C1CCc2c(C(=O)N/N=C/c3cccs3)csc2C1 (stereo not given)	1	2	2.9	-8	-7	0.4	2.1	-9	1.2	0	14
Cc1ccc(S(=O)(=O)N2CCCC2C(=O)Nc2cc(C)on2)cc1 (stereo not given)	12	5	0.0	4	9	0.8	-2.0	0	-1.4	2	140
O=C(COC(=O)C12CC3CC(CC(C3)C1)C2)Nc1ccc2[nH]c(=O)[nH]c2c1	12	-3	-2.3	-4	4	1.1	.	2	-1.1	-5	9
Cc1ccc(-c2nnn(CC(=O)Nc3cccc4cccnc34)n2)o1	-7	-8	1.0	-9	-5	2.1	4.8	-1	-0.6	2	353*
CC(=O)Nc1ccc(/C(C)=N/NC(=O)c2ccc(COc3ccccc3Cl)o2)cc1	17	-2	3.9	8	-1	0.4	2.0	-8	-7.0	-4	-9
COc1ccc(NC(=O)C(=O)NNC(=O)COc2ccc(OC)cc2)cc1	7	-3	1.5	4	-7	1.9	1.3	3	-1.7	2	1

Further structures follow.
SMILES	HTR5A inv ag	Tat transport	AddAB inh	PKA-R2B act	PKA-R1A activ	E coli growth	phage Ecoli inh	DAGLB inh	CDK5 p35 inh	HTR5A ag	SUMO Mot1 rescue
Cc1ccc(NC(=O)NCc2ccccn2)cc1Cl	1	?	-0.1	-10	-10	2.3	0.9	0	-1.3	2	-5
Cc1cc(SCc2ccc(F)cc2)nc(=O)[nH]1	10	-5	3.7	6	-8	-1.4	4.3	-2	0.2	1	-14
O=C(c1cc2cc(Br)cc(Br)c2oc1=O)N1CCCC1	-8	-8	1.2	-4	-4	-0.7	2.3	0	-0.6	-1	-1
COc1ccc(NC(=O)OC(CN2CCCCC2)C(F)(F)F)cc1 (stereo not given)	1	3	3.5	-8	-9	1.5	2.9	-3	-0.2	0	9
Cc1c(-c2ccccc2)[n+](=O)c(-c2ccc(Cl)cc2)c(C)n1[O-]	-6	-4	0.8	-3	19*	-2.9	3.5	-1	3.6	2	2

Looked up by structure from the list above (2):
SMILES	HTR5A inv ag	Tat transport	AddAB inh	PKA-R2B act	PKA-R1A activ	E coli growth	phage Ecoli inh	DAGLB inh	CDK5 p35 inh	HTR5A ag	SUMO Mot1 rescue
COc1cc(/C(C)=N/NC(=O)c2cccc(S(=O)(=O)N3CCCC3)c2)cc(OC)c1OC	4	-1	1.5	-2	1	-0.2	0.5	1	-1.6	-1	6
COCCN(CC(=O)Nc1cc(Cl)ccc1-n1cncn1)Cc1nc2ccccc2c(=O)[nH]1	-3	-2	-3.0	-2	2	-3.0	0.9	-1	0.2	1	0
